G9a block: G9a (human) methyltransferase inhibition; 350,000 compounds, 8.8% hits; G9a H3K9 monomethylation, AlphaScreen, 2 h; Potency, µM (doses to about 102 µM), for the others: at the top dose activity, negative = inhibition, usual class: inhibitors; AID 504332; Q96KQ7; also: potency is read from the fitted curve at half-maximal effect; % is scaled to controls: 0 for no effect and ±100 for the full control effect; nearly all actives have a fitted effect of over 75% in size
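Compounds were preincubated with 20 nM G9a for 15 min, after which biotinylated H3K9 peptide (500 nM) and SAM (20 uM) started a 2 h room-temperature reaction. Monomethylated product was quantified by antibody-based AlphaScreen chemiluminescence.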
GLS inh: blocks human kidney-isoform glutaminase activity; Potency, µM (top dose mostly 45.5 µM), inactives show at the highest dose activity change, negative = inhibition, usual class: inhibitors; 410,000 compounds, 0.21% hits; AID 624170; GLS enzymatic activity, qHTS titration; also: potency is read from the fitted curve at half-maximal effect; % is scaled to controls: 0 for no effect and ±100 for the full control effect
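hKGA in 45 mM KH2PO4 pH 8.2, 0.02% Tween-20 with pin-transferred compounds; 1 mM L-glutamine (stock) plus glutamate oxidase/HRP/Amplex Red coupling added. Fluorescence read initially and after 30 min at RT.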
JMJD2A Tudor inh: inhibitors of human JMJD2A Tudor domain; AlphaScreen JMJD2A-Tudor / H3K4me3 peptide binding; Potency, µM (titrated, usually from 114 µM), without a hit: at the top dose activity change, negative = inhibition, most hits filed as inhibitors; 390,000 compounds, 4.4% hits; also: potency is read from the fitted curve at half-maximal effect; % is scaled to controls: 0 for no effect and ±100 for the full control effect; nearly all actives have a fitted effect of over 50% in size
PI4K2A inh: blocks human PI4K2A kinase activity; purified PI4K2A, ADP-Glo luminescence, 1 h; stronger effect = lower value; activity change, negative = inhibition, % at 76.9 µM; 420,000 compounds, 0.13% hits; in the data active = activity change below about -50%; inconclusive = mostly about -30% to -49%;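 also: -100% = wells without enzyme as full effect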
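ADP-Glo luminescence measured ADP generated by PI4K2A enzyme (4 ug/mL before mixing) with 1.2 mM PI substrate (pre-mix) and 300 microM ATP (pre-mix). Tris pH7.5 buffer with MgCl2, Triton X-100; 1 h reaction at ambient temperature.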
RGS4 inhibitor: blocks human RGS4-accelerated GTP hydrolysis; AID 504845; Potency, µM (series often up to 114 µM), for the others: top-dose activity change, negative = inhibition, hits mostly inhibitors; P49798; 390,000 compounds, 0.039% hits; Transcreener GDP fluorescence polarization, RGS4-accelerated GTP hydrolysis; also: potency is read from the fitted curve at half-maximal effect; % is scaled to controls: 0 for no effect and ±100 for the full control effect; nearly all actives have a fitted effect of over 75% in size; some results filed as inactive show a strong effect at the top dose
Target sequence (P49798 whole entry, looked up): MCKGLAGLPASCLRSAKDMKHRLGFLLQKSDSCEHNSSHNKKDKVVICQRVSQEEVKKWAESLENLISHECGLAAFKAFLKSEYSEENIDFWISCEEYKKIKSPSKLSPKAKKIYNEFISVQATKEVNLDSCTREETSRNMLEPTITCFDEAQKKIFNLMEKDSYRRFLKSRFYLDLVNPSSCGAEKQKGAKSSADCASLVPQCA
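MLSMR compounds (23 nl, pin-transferred) preincubated 10 min at room temperature with a 500nM (2x) first reagent, then RGS4 at 900nM (2x) plus Transcreener GDP mix added; fluorescence polarization (620/688 nm) read before and after 90 min at 30 °C.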
12-LOX inh: inhibitors of human 12S-lipoxygenase ALOX12 | P18054 | purified 12hLO, xylenol orange hydroperoxide absorbance | Potency, µM (titrated, usually from 108 µM), without a hit: top-dose activity change, negative = inhibition, actives largely listed as inhibitors | 580,000 compounds, 1.1% hits | AID 1671190; also: potency is read from the fitted curve at half-maximal effect; % is scaled to controls: 0 for no effect and ±100 for the full control effect
Target sequence (P18054 whole entry, looked up): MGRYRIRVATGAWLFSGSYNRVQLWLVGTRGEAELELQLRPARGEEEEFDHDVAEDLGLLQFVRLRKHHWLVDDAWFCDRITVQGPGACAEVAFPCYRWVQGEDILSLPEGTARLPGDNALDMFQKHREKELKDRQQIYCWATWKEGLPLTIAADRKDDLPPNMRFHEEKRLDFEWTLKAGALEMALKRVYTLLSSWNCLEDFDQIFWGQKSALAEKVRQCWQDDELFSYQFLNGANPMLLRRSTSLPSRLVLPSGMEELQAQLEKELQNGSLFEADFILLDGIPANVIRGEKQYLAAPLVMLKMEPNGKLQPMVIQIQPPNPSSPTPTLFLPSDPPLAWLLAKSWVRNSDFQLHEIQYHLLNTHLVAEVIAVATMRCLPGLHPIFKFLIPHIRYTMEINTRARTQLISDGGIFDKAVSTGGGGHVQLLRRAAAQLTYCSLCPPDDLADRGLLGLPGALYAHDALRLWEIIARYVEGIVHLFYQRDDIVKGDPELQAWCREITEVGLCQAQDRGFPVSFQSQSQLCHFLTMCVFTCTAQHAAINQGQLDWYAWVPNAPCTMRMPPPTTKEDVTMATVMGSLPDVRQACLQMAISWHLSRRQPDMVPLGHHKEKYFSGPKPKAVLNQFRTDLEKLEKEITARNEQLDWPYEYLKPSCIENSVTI
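Purified human 12hLO at 150 nM in 25 mM Hepes, 0.01% Triton X-100, pH 7.0, preincubated 15 min at room temperature with compound. Reaction started with 40 uM arachidonic acid, 30 min at room temperature. Hydroperoxide measured by Fe-xylenol orange, 573/405 nm absorbance ratio.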
ERG Ets-DNA blk: inhibitors of human ERG Ets domain-DNA interaction | 370,000 compounds, 0.028% hits | fluorescence polarization, His-ERG Ets domain / labelled DNA | Potency, µM (highest dose often 76.9 µM), for the others: top-dose FP activity, negative = inhibition, usual class: inhibitors | AID 624246 | P11308; active = well fitted inhibition curve with a large enough effect in the polarisation, with a control signal flat; inconclusive = small, poorly fitted or top-dose-only effect, or effect the other way, or a change in a side signal; inactive = no such curve, though single readings can be large or run the other way; the % refers to the polarisation;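 also: polarization taken with two DNA probes labelled with fluorescein and Texas red; potency is read from the fitted curve at half-maximal effect; % of control where 0% means no effect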
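His-tagged ERG Ets domain (1 uM in the protein solution; 300mM KCl, 50mM Tris-HCl, 1mM EDTA, 1mM DTT, pH 7.5) received compound, then a probe mix of 5 nM fluorescein-DNA and 100nM Texas-615-DNA. Fluorescence polarization was read for both dyes.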
BAZ2B inh: blocks human BAZ2B | AID 504333 | AlphaScreen BAZ2B-H3K14Ac peptide displacement | 360,000 compounds, 4.4% hits | Potency, µM (top dose mostly 114 µM), for inactives: at the highest dose activity change, negative = inhibition, hits mostly inhibitors | Q9UIF8; also: potency is read from the fitted curve at half-maximal effect; % is scaled to controls: 0 for no effect and ±100 for the full control effect; nearly all actives have a fitted effect of over 60% in size
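Inhibition is scored as reduced AlphaScreen emission. The BAZ2B/b-H3(5-23)K14Ac complex (50 nM each) in PBS pH 7.4, 0.01% Tween-20 meets compound (up to 110 uM) for 30 min at RT before bead addition.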
HP1b binding inh: HP1-beta chromodomain-methylated histone interaction inhibition; P83916; AlphaScreen HP1-beta / biotin-H3K9me3 peptide binding; Potency, µM (top dose mostly 114 µM), inactives show at the top dose activity change, negative = inhibition, hits mostly inhibitors; 390,000 compounds, 0.56% hits; AID 540317; also: potency is read from the fitted curve at half-maximal effect; nearly all actives have a fitted effect of over 70% in size; inactives centre near 23
Target sequence (P83916 whole entry, looked up): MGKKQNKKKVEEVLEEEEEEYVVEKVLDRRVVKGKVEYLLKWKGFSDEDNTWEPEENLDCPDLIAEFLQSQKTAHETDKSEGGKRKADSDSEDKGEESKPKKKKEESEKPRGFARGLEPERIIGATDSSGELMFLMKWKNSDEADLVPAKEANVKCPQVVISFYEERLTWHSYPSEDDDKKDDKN
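Compound inhibition of the preformed complex between 50 nM HP1-beta and 50 nM biotinylated H3K9me3 peptide was read by AlphaScreen. Buffer was PBS pH 7.4 with 0.01% Tween-20. Incubations ran 30 min at room temperature, with 10 ug/mL donor/acceptor beads.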
* = called active by the depositor; ? = inconclusive; · = no result given; & = joins results of further samples; [ ] = another dose, or the depositor's remark. Unless noted, calls follow the shape of the dose curve; as a rule, active = well fitted curve in the direction sought with a large enough effect; inconclusive = small, poorly fitted or top-dose-only effect, or another doubt; inactive = no such curve, though single readings can be large; an effect the other way counts as inactive or inconclusive. Only part of the results is shown, so the mix of outcomes need not match the whole.

SMILES	G9a block	GLS inh	JMJD2A Tudor inh	PI4K2A inh	RGS4 inhibitor	12-LOX inh	ERG Ets-DNA blk	BAZ2B inh	HP1b binding inh
CCC(=O)Nc1ccc(NC(=O)Cc2ccccc2)cn1	56µM*	17%	-4%	-15	11%	-18%	8%	?	16%
Cc1cccc2[nH]c(CCNC(=O)C3CCC(=O)N(CCc4cccc(F)c4)C3)nc12 (configuration not stated)	2%[0.0925 µM]	5%	-15%	-8	19%	5%	1%	1%	29%
COc1ccc(O)c(CN2CCN(CCc3ccccc3)C(CCO)C2)c1 (configuration not stated)	?	?	?	4	0%	-3%	13%	-28%	-10%
COc1ccccc1CCC(=O)OCC(=O)Nc1ccc2[nH]c(=O)[nH]c2c1	1%[12.7 µM]	-1%	-10%	-2	11%	2%	8%	2%	20%
CCOCCCNC(=O)C1c2ccccc2C(=O)N2CCc3ccccc3C12 (configuration not stated)	-13%	-2%	-15%	-1	0%	-13%	-6%	0%	11%
COc1ccc(N2CCN(Cc3nc4c(c(=O)n(C)c(=O)n4C)n3Cc3cccc(C)c3)CC2)cc1	?	22%	-22%	-3	7%	12%[57.4 µM]	-4%	-11%	14%
COc1ccc(CC(=O)Nc2ccc(S(=O)(=O)N(C)C)cc2)cc1OC	9%[12.7 µM]	-10%	1%	-1	-4%	6%	-12%	3%	30%
COCCCNC(=O)c1cc2c(=O)n(C)c3ccccc3c2n1C	3%	1%	-13%	3	-10%	-25%	4%	8%	54%[activator]
Cc1ccn(S(=O)(=O)c2ccc(C(C)(C)C)cc2)n1	26%[59 µM]	-15%	6%	3	-28%	0%	-3%	13%	53%
O=C(Nc1ccccc1)c1ccc(-c2ccccc2C(F)(F)F)o1	45µM*	-7%	13%	-4	-53%	?	8%	7%	82%[activator]
O=C(c1ccccc1)N1CCc2[nH]nc(-c3ccccc3)c2C1	71%[activator]	2%	-13%	1	0%	8%	-15%	-3%	14%[57 µM]
CCOC(=O)c1nnsc1NC(C)=O	-3%	-7%	-2%	4	1%	-24%	2%	12%	28%
Cc1c(C(=O)N(C)CCOc2ccccc2)oc2c(Cl)cccc12	22%[12.7 µM]	4%	59%[activator]	-4	19%	-15%	-15%	74%[activator]	108%[activator]
O=C(NCc1nnc(SCc2ccc(F)cc2)n1-c1ccc(F)cc1)C12CC3CC(CC(C3)C1)C2	?	-2%	-23%	2	-6%	-19%	8%	-1%	32%
Cc1ccc(O)c(C(=O)c2cnn(C(=O)COc3ccc(Cl)cc3)c2)c1	-12%[59 µM]	-9%	?	0	8%	4%	2%	?	7%
Cc1cc(C(=O)Nc2c(F)cc(F)cc2Br)c(C)o1	-9%[12.7 µM]	-7%	-19%	-3	?	-23%	6%	-3%	-2%
Cc1ccc([N+](=O)[O-])cc1S(=O)(=O)Nc1ccc(C(=O)NCC2CCCO2)cc1 (configuration not stated)	-9%[12.7 µM]	-4%	-5%	-4	-3%	16%	-7%	-20%	38%
Cc1ccc(CS(=O)(=O)c2nc3c(c(N(C)C)n2)CCCC3)cc1	·	3%	-15%	1	14%	-9%	4%	7%	-10%
CCCN1CCN(c2ncnc3sc(C(=O)Nc4ccc(C(C)C)cc4)c(C)c23)CC1	?	-1%	?	-1	-15%	?	-2%	-39%	1%
Cc1ccc(-n2c(-c3cccc(C)c3)nc3c(cnn3-c3ccccc3)c2=O)cc1	?	4%	-11%	-1	3%	-26%	-5%	-21%	18%
Cc1cccc(N2C(=O)N3[C@H]4c5ccccc5OC[C@@H]4[C@@H](c4ccccc4)[C@@]3(C)C2=O)c1	·	0%	-17%	-4	-6%	4%	2%	·	22%
COc1ccc(NC(=O)C2CCC(CNc3c(N4CCC(C)CC4)c(=O)c3=O)CC2)cc1OC (configuration not stated)	5%	2%&18%	-8%&-14%	8&-3	14%&17%	2%	12%&-3%	10%	29%&-4%
O=C(O)CC(NC(=O)Cc1ccccc1)c1ccccc1 (configuration not stated)	22%	-4%	3%	6	-4%	?	9%	9%	36%[activator]
COc1ccc(C(=O)c2c(C)oc3cc([N+](=O)[O-])c(O)c([N+](=O)[O-])c23)cc1	?	-14%	?	-3	-24%	?	0%	?	-18%
COc1ccc(C2(C)NC(=O)N(CC(=O)Nc3ccc(C)cc3Br)C2=O)cc1OC (configuration not stated)	13%	5%	-18%	-1	8%	-28%	-6%	1%	-15%
The list continues:
SMILES	G9a block	GLS inh	JMJD2A Tudor inh	PI4K2A inh	RGS4 inhibitor	12-LOX inh	ERG Ets-DNA blk	BAZ2B inh	HP1b binding inh
C=Cc1ccc(Cn2c(C)c(CNCCc3ccc(OCC)cc3)c(C(=O)O)c2C)cc1	-8%[59 µM]	4%	?	-3	-28%	?	-1%	?	-18%
COc1ccc(CCN=CC2=C(O)CCCC2=O)cc1OC	-32%[59 µM]	4%	1%	-15	-28%	?	1%	10%	42%[activator]
Cn1c(Cn2nnc3ccccc32)nnc1SCC(=O)c1ccc(F)cc1	35µM*	1%	45µM*	-1	-46%	-15%	·	-6%	22%
COc1ccc(NS(=O)(=O)c2cc(NC(=O)CCSc3ccccc3)ccc2OC)cc1	?	8%	-9%[57.1 µM]	-3	-11%	1%	-3%	-9%	19%
O=C(C1CC(=O)N(c2ccc3c(c2)OCCO3)C1)N1CCN(S(=O)(=O)c2ccc(F)cc2)CC1 (configuration not stated)	·	-2%	-20%	6	0%	3%	8%	·	23%
CCOc1ncccc1C(=O)Nc1cc(S(=O)(=O)N2CCOCC2)ccc1N1CCCC1	-11%	-8%	-11%	3	15%	0%	-2%	-14%	4%
Nc1nc(SCC(=O)N2CCOCC2)n[nH]1	12%[59 µM]	-2%	3%[11.4 µM]	2	-33%	0%	-5%	-18%	4%
CCCCNC(=O)c1cc2c(=O)n3cccc(C)c3nc2s1	-10%	14%&-8%	-7%&-14%	-1&-5	2%&-4%	-3%&-5%	-4%&6%	4%&30%	47%&90%[activator]
O=C(Cc1coc2cc3c(cc12)CCC3)NC1CCCCCCC1	-6%[59 µM]	-3%	?	-1	?	-30%	·	-35%	18%
CCN(CC)c1ccc(S(=O)(=O)N2CCOCC2)cc1NC(=O)CN1CCN(Cc2ccccc2)CC1	?	1%	18µM*	8	8%	-9%	6%	22µM*	?
COc1ccc(-c2noc(N3CCC(C(=O)NCc4ccc(F)cc4)CC3)n2)cc1	-1%	1%	-6%	-7	-6%	24%	2%	-27%	31%
COc1ccc(NC(=O)CSCC(=O)NC2(C)CCS(=O)(=O)C2)cc1 (configuration not stated)	16%	0%	-1%	2	-7%	0%	3%	-12%	30%
Cc1cc2occ(CC(=O)N(C)CC(=O)Nc3cccc(F)c3)c2cc1C	·	5%	-9%	-2	19%	0%	-5%	-36%	20%
Cc1cc(C)c(S(=O)(=O)c2ccccc2)c(OC(=O)c2c(F)cccc2Cl)n1	-4%[12.7 µM]	30%[activator]	-1%	1	-34%	?	-3%	8%	22%
O=C(COC(=O)c1ccc([N+](=O)[O-])cc1)NC1CCCC1	31%	11%	-16%	-3	26%	2%	8%	5%	10%
COc1ccc(CCNC(=O)c2c[nH]c3ccc(F)cc3c2=O)cc1OC	?	-6%	-15%	3	-24%	-7%	-22%	-8%	44%[activator]
CCN(CC(=O)Nc1ccc(C(C)=O)cc1)CC(=O)Nc1ccc2c(c1)OCCO2	·	-11%	0.32µM*	2	-7%	?	-6%	·	?
COc1ccc2nc(NC(=O)CNS(=O)(=O)c3cccs3)sc2c1	10%[12.7 µM]	15%	-27%	-18	23%	?	·	-7%	1%
CCN(CC)c1nc(-c2nn[nH]n2)nc(N(CC)CC)n1	?	6%	89µM*	-6	-34%	?	-5%	4%	23%
O=C(NC(Cc1ccccc1)C(=O)OCC(=O)N1CCc2ccccc21)c1ccco1 (configuration not stated)	14µM*	2%	-11%	-2	5%	440%[activator]	-1%	-1%	9%
CCN(CC)c1ccc(/C=N/NC(=O)c2cccc(S(=O)(=O)N3CCOCC3)c2)cc1	11%[59 µM]	13%	-15%	6	7%	-13%	3%	1%	14%
NS(=O)(=O)c1ccc(CCNC(=O)CN2CCN(c3cccc(Cl)c3)CC2)cc1	-5%[59 µM]	0%	3%	-1	9%	-4%	9%	0%	35%
Cc1ccc(NC2(C#N)CCCC2)cc1	·	-4%	-18%	-2	9%	34%[activator]	11%	·	14%
CS(=O)(=O)c1ccc2nc(NC(=O)Cc3ccccc3)sc2c1	1%	9%	-11%	-8	-2%	-5%[57.4 µM]	5%	-1%	48%[activator]
CCOC(=O)c1cc(-c2cccc(C(F)(F)F)c2)nc2nc(SC)[nH]c(=O)c12	?	13%	2%	2	-4%	-12%	-3%	-8%	46%[activator]
CC(C)C(C)NC(=O)COc1ccc(OCc2ccccc2)cc1 (configuration not stated)	-4%	-2%	-13%	-4	-3%	15%	2%	4%	35%
COc1cc(C(=O)NCc2ccc3c(c2)OCO3)c([N+](=O)[O-])cc1OC	-1%	1%	2%	0	6%	-1%	5%	-12%	25%
